# Bioassay records as filed in PubChem.
# M1 agonist: agonists of M1 muscarinic receptor. CHO-M1 cells, Fluo-4 calcium fluorescence, agonist mode; stronger effect = higher value. B-score at 10 µM. 64,000 tested, 3% active;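 active means fluorescence rise, raw or as B-score row- and column-corrected plate score, outside the 99.7% band of its plate's samples, either direction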
# tolC growth inh: blocks growth of E. coli BW25113 tolC mutant. OD615. growth inhibition, % at 10 µM (by protocol). 65,000 tested, 2.2% active. AID 573;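 active means growth inhibition at or above a cutoff equal to the mean over every tested compound plus 3 SD, cut at about 60% in these data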;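 further: growth measured after 20 h incubation at 37 °C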
#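 signal = optical density read at 615 nm | test system = E. coli ΔtolC::kan strain BW25113 | timing = 20 h compound exposure of bacteria at 37 °C | buffer or medium = LB medium plus 50 µg/mL kanamycin | compound dosing = 10 µM final, single dose | evaluation = % inhibition of E. coli growth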
# SF1 activator: activates the human nuclear receptor SF-1 | CHO-K1 Gal4-SF-1 LBD luciferase reporter; % increase over DMSO SF-1-specific signal | activation, % at 10 µM | 65,000 tested, 1.9% active | AID 522 | Q13285;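 active means activation above the mean activation of all tested compounds plus 3 SD, cut at about 50% in these data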
#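 Compound – one dose, 10 µM compound, 1% DMSO · Test system – transient Gal4-SF-1 LBD reporter, CHO-K1 · Input – 4,000 cells in each well · Read-out basis – percent activation relative to DMSO median and mock-transfected background · Replicates – single measurement per compound · Technique – steady-glow luciferase luminescence, read after 15 min reagent incubation · Timing – 20 h compound treatment, 37 °C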
# M1 antagonist: blocks the rat M1 muscarinic receptor response to acetylcholine; 64,000 tested, 3.4% active; AID 628; CHO-M1 cells, Fluo-4 calcium, ACh EC80 antagonist mode; stronger effect = lower value; B-score at 10 µM; P08482;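 active means calcium fluorescence response, raw or row-and-column corrected B-score, differing from the plate sample mean either way at a set confidence level, mostly lower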
# Target sequence (P08482 whole entry, looked up): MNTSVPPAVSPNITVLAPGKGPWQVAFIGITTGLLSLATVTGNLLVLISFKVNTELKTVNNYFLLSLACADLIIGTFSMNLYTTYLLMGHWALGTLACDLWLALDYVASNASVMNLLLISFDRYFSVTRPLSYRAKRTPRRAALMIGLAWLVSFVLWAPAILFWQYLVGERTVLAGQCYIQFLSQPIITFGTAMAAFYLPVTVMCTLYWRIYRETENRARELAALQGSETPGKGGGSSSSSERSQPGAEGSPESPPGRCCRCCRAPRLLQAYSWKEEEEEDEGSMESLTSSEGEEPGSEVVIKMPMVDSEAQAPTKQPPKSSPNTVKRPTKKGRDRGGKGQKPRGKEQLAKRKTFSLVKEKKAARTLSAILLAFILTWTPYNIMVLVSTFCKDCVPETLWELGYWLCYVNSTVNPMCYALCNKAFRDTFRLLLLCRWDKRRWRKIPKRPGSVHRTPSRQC
# HEK293 NFkB inh: lowers PMA/ionomycin-induced NF-kB signal in HEK293 cells. HEK-293 NF-kB luciferase reporter, luminescence. 62,000 tested, 0.21% active. inhibition, % at 3 µM;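 active means inhibition above the mean of all tested compounds plus 3 SD, cut at about 40% in these data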;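 further: 0% = stimulated DMSO wells and 100% = 10 µM reference inhibitor 5653914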
#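 Material: HEK-293 cells with stable firefly luciferase reporter driven by four HIV NF-kB elements / Also added: PMA plus ionomycin mix as NF-kB-activating stimulus / Compound dosing: 3 µM once, 0.30% DMSO / Times: 1 h pretreatment, 16 h stimulation, 37 °C / Signal: luminescence / Evaluation: per-plate % inhibition versus controls / Benchmarks: DMSO and 10 µM reference inhibitor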
# D1 mod: D1 dopamine receptor (human) allosteric modulation; B-score at 10 µM; P21728; 58,000 tested, 5.9% active; HEK293 D1, CRE-luciferase, dopamine EC30 potentiation; actives deviate in either direction;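 active means luminescence count or its row- and column-corrected plate score outside the 99.7% band of the plate's sample wells, on either side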
# Target sequence (P21728 whole entry, looked up): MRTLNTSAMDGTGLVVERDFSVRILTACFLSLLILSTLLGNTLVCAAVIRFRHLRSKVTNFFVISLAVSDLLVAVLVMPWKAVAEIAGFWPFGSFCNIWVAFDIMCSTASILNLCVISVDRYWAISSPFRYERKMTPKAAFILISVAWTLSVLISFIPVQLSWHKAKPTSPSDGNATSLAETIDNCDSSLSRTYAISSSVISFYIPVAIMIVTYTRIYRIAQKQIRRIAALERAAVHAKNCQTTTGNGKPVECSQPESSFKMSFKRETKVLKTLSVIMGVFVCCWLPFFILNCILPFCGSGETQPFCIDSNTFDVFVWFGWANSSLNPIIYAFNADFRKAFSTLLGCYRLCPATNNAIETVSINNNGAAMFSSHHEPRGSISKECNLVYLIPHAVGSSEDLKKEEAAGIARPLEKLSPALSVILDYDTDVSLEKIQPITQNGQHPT
# TNAP act mid DEA: human TNAP activation, intermediate phosphate acceptor; purified TNAP, CDP-star luminescence, 100 mM DEA, 30 min; stronger effect = higher value; scale: 0 levamisole-inhibited, 1 vehicle-only enzyme; activation factor at 20 µM; AID 813; 64,000 tested, under 10 active; P05186;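 active means activation factor of at least 2 at 20 µM, relative to controls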
# Jurkat viability: reduces viability or proliferation of Jurkat cells | inhibition, % at 4 µM | Jurkat E6.1 viability, ATP luminescence, 48 h | 56,000 tested, 1.2% active;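 active means inhibition above the mean inhibition of all tested compounds plus 3 SD, cut at about 28% in these data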
# NADH coupling: inhibitors of enzymes used to reach an NAD/NADH endpoint; coupled PK/LDH NADH assays, four targets; 65,000 tested, 0.02% active; IC50, µM (top dose mostly 10 µM), for the others: top-dose inhibition;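 active means single-dose screening hits from any of four coupled enzyme assays that gave an IC50 when retested across doses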;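 further: the DPM-DC format reads NADH fluorescence rather than 340 nm absorbance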
# An asterisk follows results filed as active; nt = not tested or not shown; [ ] = dose if it differs, or a comment.
1. CCOC(=O)c1cc2c(N)c(C(=O)c3cc(C#N)c(SC)nc3C)sc2nc1C
2. CCOC(=O)CNC(=O)CSc1nc2nc(C)c(Br)cc2[nH]1
3. Cc1noc(C)c1S(=O)(=O)NCc1ccc2c(c1)OCO2
4. COc1ccc(N2C(=O)[C@@H]3Cc4ccccc4CN3C2=O)cc1
5. COc1ccc(NC(C)=O)cc1NC(=O)CN1CCN(S(=O)(=O)c2ccc(C(C)C)cc2)CC1

Compound	1	2	3	4	5
M1 agonist	-0.91	-0.062	-0.14	0.055	0.16
tolC growth inh	1	2	-9	-15	-8
SF1 activator	-15	22	-1	-3	-5
M1 antagonist	1.2	-0.5	0.15	-0.16	-0.16
HEK293 NFkB inh	5	4	16	18	-13
D1 mod	0.17	-0.069	-0.013	0.76	-0.89
TNAP act mid DEA	0.9	0.9	1	1	1
Jurkat viability	2	-1	1	4	2
NADH coupling	6%	7%	8%	6%	3%

6. CCC(=O)Nc1nc2c(OC)ccc(OC)c2s1
7. COc1ccc(N2CCN(CCNC(=O)CCNS(=O)(=O)c3cccs3)CC2)cc1
8. O=C(Nc1cccnc1)Nc1ccc(Br)cc1Cl
9. COc1ccc(-c2nc(CSCC(=O)N3CCC(C(N)=O)CC3)c(C)o2)cc1OC
10. CC(C)Cc1nnc(NS(=O)(=O)c2ccc(Cl)cc2)s1

Compound	6	7	8	9	10
M1 agonist	0.39	-0.015	-0.75	0.44	0.65
tolC growth inh	-4	-7	18	-12	47
SF1 activator	-19	10	16	19	-8
M1 antagonist	-0.42	0.5	0.085	0.48	0.014
HEK293 NFkB inh	-2	11	14	6	8
D1 mod	2.9*	nt	-2	0.71	-0.88
TNAP act mid DEA	0.9	0.9	0.9	1	0.9
Jurkat viability	3	nt	-4	-3	2
NADH coupling	3%	3%	1%	8%	1%

11. Cc1c(NC(=O)Cn2nc(C(=O)O)c3ccccc3c2=O)c(=O)n(-c2ccccc2)n1C
12. Cc1cc(=O)oc(C)c1C(=O)NCc1c(F)cc(F)cc1F
13. NC(=O)c1ccsc1NC(=O)COC(=O)C1CCCN1C(=O)c1cccs1 (configuration not stated)
14. Cn1ccnc1Sc1nc2ccccc2nc1NS(=O)(=O)c1ccccc1
15. COc1ccc(C(=O)Nc2ccc(Cl)cc2C(=O)NCc2ccco2)cc1OC

Compound	11	12	13	14	15
M1 agonist	0.41	2	-2.3	-0.53	13*
tolC growth inh	-5	-1	-1	5	2
SF1 activator	1	-5	26	-2	6
M1 antagonist	1*	0.0018	0.008	-0.11	-0.1
HEK293 NFkB inh	10	20	22	11	-3
D1 mod	-0.64	1.2	nt	0.011	-0.1
TNAP act mid DEA	0.9	1	1	0.9	0.9
Jurkat viability	-3	nt	-6	10	-2
NADH coupling	3%	4%	0%	6%	12%

# Part of the list above, with two lines to a compound:
# Values run as follows: M1 agonist, tolC growth inh, SF1 activator, M1 antagonist, HEK293 NFkB inh, D1 mod, TNAP act mid DEA, Jurkat viability, NADH coupling
8) O=C(Nc1cccnc1)Nc1ccc(Br)cc1Cl
 : -0.75, 18, 16, 0.085, 14, -2, 0.9, -4, 1%
9) COc1ccc(-c2nc(CSCC(=O)N3CCC(C(N)=O)CC3)c(C)o2)cc1OC
 : 0.44, -12, 19, 0.48, 6, 0.71, 1, -3, 8%
10) CC(C)Cc1nnc(NS(=O)(=O)c2ccc(Cl)cc2)s1
 : 0.65, 47, -8, 0.014, 8, -0.88, 0.9, 2, 1%
11) Cc1c(NC(=O)Cn2nc(C(=O)O)c3ccccc3c2=O)c(=O)n(-c2ccccc2)n1C
 : 0.41, -5, 1, 1*, 10, -0.64, 0.9, -3, 3%
12) Cc1cc(=O)oc(C)c1C(=O)NCc1c(F)cc(F)cc1F
 : 2, -1, -5, 0.0018, 20, 1.2, 1, nt, 4%
13) NC(=O)c1ccsc1NC(=O)COC(=O)C1CCCN1C(=O)c1cccs1 (configuration not stated)
 : -2.3, -1, 26, 0.008, 22, nt, 1, -6, 0%
14) Cn1ccnc1Sc1nc2ccccc2nc1NS(=O)(=O)c1ccccc1
 : -0.53, 5, -2, -0.11, 11, 0.011, 0.9, 10, 6%
15) COc1ccc(C(=O)Nc2ccc(Cl)cc2C(=O)NCc2ccco2)cc1OC
 : 13*, 2, 6, -0.1, -3, -0.1, 0.9, -2, 12%

# (next part)
16. CC1(C(=O)O)CC(C)(C(=O)O)CC(C)(C(=O)O)C1 (configuration not stated)
17. O=C(c1ccco1)N1CCN(S(=O)(=O)c2cccc3nsnc23)CC1
18. CCOC(NC(=O)c1ccccc1)C(NC(=O)c1ccccc1)OCC (configuration not stated)
19. CCn1c(COc2cccc(OC)c2)nnc1SCC(=O)Nc1ccccc1C(=O)OC
20. CC(=O)N1CCC2(CC1)CC(=O)c1cc(OCC(=O)NCc3ccco3)ccc1O2

Compound	16	17	18	19	20
M1 agonist	-0.12	-0.44	0.58	4	-0.12
tolC growth inh	-22	-9	15	37	-29
SF1 activator	-24	1	-9	-7	10
M1 antagonist	0.96	0.66	0.013	-0.053	0.36
HEK293 NFkB inh	6	9	20	15	21
D1 mod	0.0013	0.62	-0.48	-0.051	0.31
TNAP act mid DEA	0.9	0.9	0.9	1	0.9
Jurkat viability	-4	nt	-6	1	7
NADH coupling	8%	6%	3%	13%	6%[fluoresces]

21. Cc1[nH]c(=O)[nH]c(=O)c1S(=O)(=O)NCCc1ccc(S(N)(=O)=O)cc1
22. CCn1c(C)nc2cc(C(=O)OC(C(F)(F)C(F)F)C(F)(F)C(F)F)ccc21
23. CCn1c(CNc2ccc(F)cc2)nnc1SCC(=O)N1CCCc2ccccc21
24. CCc1c(C(=O)Nc2ccc(OC)cc2)[nH]c(C)c1C(C)=O
25. CCOC(=O)C1CCN(C(=O)CN(c2cccc(C(F)(F)F)c2)S(C)(=O)=O)CC1

Compound	21	22	23	24	25
M1 agonist	-0.28	11*	-0.4	0.5	0.011
tolC growth inh	-8	22	4	25	-2
SF1 activator	-3	-23	-5	39	6
M1 antagonist	0.37	-0.79*	0.38	-0.24	-0.45
HEK293 NFkB inh	16	9	0	0	19
D1 mod	-0.4	-0.62	0.14	nt	-0.075
TNAP act mid DEA	nt	0.9	1	0.9	0.9
Jurkat viability	12	1	-2	7	2
NADH coupling	7%	3%	5%	6%	5%

26. CCOc1ccc(NC(=O)CCN2CCN(c3ccccc3OC)CC2)cc1
27. CN(C)CCCNCCCCNC(=O)/C=N/O
28. COC(=O)c1[nH]c(C)c(/C(O)=C2\C(=O)C(=O)N(CCN(C)C)C2c2cc(OC)ccc2OC)c1C (configuration not stated)
29. FC(F)Oc1cccc2cccnc12
30. O=C1CCc2cc(S(=O)(=O)N3CCC(C(=O)NC4CCCCCCC4)CC3)ccc2N1

Compound	26	27	28	29	30
M1 agonist	-1.7	0.18	-0.4	0.22	0.52
tolC growth inh	-26	8	-17	-17	-12
SF1 activator	-7	-4	-5	-2	12
M1 antagonist	-0.58	0.38	1	-0.015	-0.48
HEK293 NFkB inh	14	nt	7	15	-1
D1 mod	nt	-0.56	-0.042	0.86	0.61
TNAP act mid DEA	1.1	0.9	0.9	0.9	1
Jurkat viability	-3	nt	-3	-12	-4
NADH coupling	4%	3%	4%	4%	6%

31. Cc1ccc(-c2nn(CC(=O)NCC3CCCO3)c(=O)c3ccccc23)cc1 (configuration not stated)
32. O=C(CCCCn1c(=O)[nH]c2ccccc2c1=O)NCc1ccc2c(c1)OCO2
33. CCCCc1cc(=O)oc2cc(C)cc(OCC(=O)O)c12
34. Cc1ccccc1OCC(=O)Nc1ccccc1CO
35. Cc1nc2c3cnn(-c4ccccc4)c3ncn2n1

Compound	31	32	33	34	35
M1 agonist	0.39	-0.84	nt	-0.15	1.3
tolC growth inh	6	1	-2	0	10
SF1 activator	-22	-4	-18	16	24
M1 antagonist	0.16	-0.15	nt	0.09	0.15
HEK293 NFkB inh	17	7	0	11	15
D1 mod	-0.16	0.77	-0.82	-0.31	-0.13
TNAP act mid DEA	0.9	0.9	0.9	1	0.6
Jurkat viability	-8	-6	2	6	4
NADH coupling	0%	3%	6%[fluoresces]	1%	4%

36. CCOC(=O)c1[nH]c(C)c(/C(O)=C2\C(=O)C(=O)N(CCN(C)C)C2c2ccncc2)c1C (configuration not stated)
37. Cc1nn(Cc2ccccc2Cl)c2sc(C(=O)OC3CCCC3=O)cc12 (configuration not stated)
38. Cc1cc(C)nc(NS(=O)(=O)c2ccc(NC(=O)c3ccc4c(c3)OCO4)cc2)n1
39. CCC1Sc2ccccc2N(CC(=O)NC2CCCC2)C1=O (configuration not stated)
40. CC(C)OC(=O)c1ccc(N2C(=O)C3CC=CCC3C2=O)cc1 (configuration not stated)

Compound	36	37	38	39	40
M1 agonist	-0.027	-0.36	0.55	0.48	0
tolC growth inh	-1	52	4	-6	-7
SF1 activator	2	-2	8	10	5
M1 antagonist	0.0056	-0.07	0.73	-0.59	-0.62
HEK293 NFkB inh	13	14	-8	20	7
D1 mod	-0.031	3	0.03	0.2	1.2
TNAP act mid DEA	1	1	0.9	0.9	1
Jurkat viability	-1	-5	-11	nt	0
NADH coupling	6%	7%	4%	4%	5%

41. CCOC(=O)Cn1c(=O)oc2cc(S(=O)(=O)Nc3ccc(N(CC)CC)cc3C)ccc21
42. CC(C)c1ccc(C(=O)Nc2ccc(N3CCOCC3)cc2)cc1
43. Cc1ccc(-n2c(C)cc(C)c(C#N)c2=O)cc1
44. O=c1[nH]c2cc(Cl)cc(Cl)c2[nH]c1=O
45. CCOC(=O)CSc1nc(N)c(C#N)c(CC(C)C)c1C#N

Compound	41	42	43	44	45
M1 agonist	-1.1	nt	-0.25	0.098	0.0055
tolC growth inh	21	9	-16	11	4
SF1 activator	-3	nt	-3	-7	-2
M1 antagonist	-0.19	nt	0.029	0.31	-0.0097
HEK293 NFkB inh	-4	nt	15	3	3
D1 mod	-0.23	0.67	0.73	0.57	0.35
TNAP act mid DEA	1	0.9	0.9	1	0.9
Jurkat viability	-4	nt	-5	-3	-2
NADH coupling	7%	3%	9%	13%	2%

46. CCN(CC(=O)NC1CCS(=O)(=O)C1)C(=O)COc1ccccc1-c1ccccc1 (configuration not stated)
47. CCOc1ccc(S(=O)(=O)N2CCN(C(=O)c3cccn3C)CC2)cc1
48. COCCCn1c(SCC(=O)Nc2cccc(C(=O)OC)c2)nnc1-c1ccncc1
49. Cc1oc(-c2cc(Cl)ccc2Cl)cc1-c1nn2c(C)nnc2s1
50. O=C(NC1CCCCC1)C1CCN(c2cnccn2)CC1
51. O=C(c1coc2ccc(O)c(CN3CCOCC3)c12)C1CC1
52. Cc1c(C(=O)NCc2cccnc2)oc2ccccc12
53. COC(=O)c1ccccc1OC(=O)c1ccc(Br)o1

Compound	46	47	48	49	50	51	52	53
M1 agonist	0.0046	0.93	-0.13	-0.87	nt	0.0031	2.8	0.86
tolC growth inh	-4	7	1	-8	-22	-15	2	-6
SF1 activator	12	-4	2	5	5	-13	0	-6
M1 antagonist	0.66	-0.42	-0.12	-0.0026	nt	-0.49	0.73	-4.5*
HEK293 NFkB inh	21	14	8	-4	2	9	3	14
D1 mod	0.26	0.32	-0.46	nt	-0.67	0.054	0.67	-0.033
TNAP act mid DEA	1	0.9	0.9	0.9	1	0.9	0.9	0.9
Jurkat viability	-4	3	1	4	7	1	3	8
NADH coupling	3%	2%	3%	6%	7%	9%	5%	3%
